# From PubChem
# aDG glyco act = increases alpha dystroglycan glycosylation. Pro5-aDG cells, alpha-DG glycosylation AlphaScreen (IIH6); 0% Pro5, 100% B10-LARGE cell signal. activation, % at 10 µM. 360,000 tested, 0.22% active;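 active = activation of at least 8% versus controls, or a plate z-score of at least 8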;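 note: Pro5 are CHO cells carrying HIG-tagged alpha-DG that lacks glycosylation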
# Vif inh = HIV Vif inhibition; inhibition, % at 7.49 µM; 340,000 tested, 0.35% active; AID 602346; HEK293T cells, Vif self-association by quenched fluorescence, imaging, 24 h; in the data active = inhibition above about 50%, passing the limit was not always enough; inconclusive = no clear call, values can overlap the other calls; inactive = below about 31%; note: some results filed as inactive read as strong as hits
# HTR2A ag = activates the mouse 5-HT2A serotonin receptor. P35363. CHO-K1 mHTR2A beta-arrestin complementation, luminescence; percent of 30 µM serotonin response. activation, % at 7.6 µM. 360,000 tested, 0.66% active. AID 624169;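 active = activation above a run cutoff, the mean activation of all tested compounds plus 3 SD, cut at about 14% in these data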;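 note: 0% = plate median of compound wells and 100% = 30 µM serotonin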
# PDI inh = PDI (human) enzyme inhibition; AID 588391; PDI insulin aggregation turbidity, A650, 90 min; inhibition, % at 10 µM; P07237; 350,000 tested, 0.052% active;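 active = mean inhibition across replicates of 30% or more, whatever share of single replicates reach that level; inconclusive = mean inhibition below 30% while every single replicate reaches 30%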;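 note: absorbance from insulin aggregation driven by PDI reduction with DTT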
# ABCB6 inh 2 = blocks the human ABCB6 transporter | fluorescence ratio to DMSO, % at 10 µM | K562-ABCB6 porphyrin accumulation, flow cytometry, 1 h; stronger effect = lower value | Q9NP58 | 360,000 tested, 0.19% active | AID 602162;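 active = fluorescence ratio to DMSO below 75%, the collection mean minus 3 SD; inconclusive = too few cells collected in the well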;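 note: signal is porphyrin accumulated inside mitochondria; 100% equals median channel fluorescence of DMSO control wells; lower ratio means ABCB6 inhibition with less porphyrin fluorescence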
# Target sequence (Q9NP58 whole entry, looked up): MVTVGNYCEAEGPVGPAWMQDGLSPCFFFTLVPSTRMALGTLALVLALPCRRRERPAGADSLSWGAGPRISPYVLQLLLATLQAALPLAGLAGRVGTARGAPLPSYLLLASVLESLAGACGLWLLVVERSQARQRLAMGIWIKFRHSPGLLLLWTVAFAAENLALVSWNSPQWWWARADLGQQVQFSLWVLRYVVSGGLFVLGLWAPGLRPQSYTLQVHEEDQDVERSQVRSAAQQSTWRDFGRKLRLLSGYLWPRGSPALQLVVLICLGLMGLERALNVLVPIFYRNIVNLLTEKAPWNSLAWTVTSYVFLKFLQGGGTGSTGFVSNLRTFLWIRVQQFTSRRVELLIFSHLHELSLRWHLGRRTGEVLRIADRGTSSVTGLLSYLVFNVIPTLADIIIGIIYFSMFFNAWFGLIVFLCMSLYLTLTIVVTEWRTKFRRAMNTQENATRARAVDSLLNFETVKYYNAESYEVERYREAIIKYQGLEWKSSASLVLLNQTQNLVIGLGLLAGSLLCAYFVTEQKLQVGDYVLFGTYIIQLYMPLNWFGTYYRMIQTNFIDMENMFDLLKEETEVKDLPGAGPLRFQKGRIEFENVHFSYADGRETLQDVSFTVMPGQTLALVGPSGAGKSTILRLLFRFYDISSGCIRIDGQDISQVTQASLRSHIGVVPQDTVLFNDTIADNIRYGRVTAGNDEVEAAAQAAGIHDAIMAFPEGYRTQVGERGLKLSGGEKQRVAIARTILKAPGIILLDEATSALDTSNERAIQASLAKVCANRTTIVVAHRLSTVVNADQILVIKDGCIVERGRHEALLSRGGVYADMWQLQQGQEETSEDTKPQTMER
# CaV13 ICDI inh = Disruptors of the CACNA1D IQ motif to Ca2+-dependent inactivation inhibitor domain association, primary screening, Förster resonance energy transfer in intact living …; HEK cells, CFP/YFP FRET ICDI-IQ, plate reader, 10 min; percent FRET-ratio fall versus neutral wells; inhibition, % at 12.3 µM; 340,000 tested, 0.098% active; AID 743397;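 active = mean replicate inhibition of at least 30% and at least 1% of replicates passing that level; inconclusive = only one of the two criteria is met; inactive = neither criterion is met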;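 note: 0% = median of the neutral control wells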
# N-glyco inh = N-linked glycosylation inhibition; D54 ERlucT glycosylation luciferase reporter, 24 h; percent of 100 nM tunicamycin response; reporter increase, % at 12.5 µM; 360,000 tested, 0.23% active; AID 588692;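 active = mean luciferase reporter signal, scaled so untreated is 0 and the glycosylation-blocking control 100, at or above a set limit in every replicate; inconclusive = mean reaches the limit but not every replicate does; inactive = mean below the limit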;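 note: luciferase carries N-glycosylation sites so blocking glycosylation raises the light; 0% = median of neutral control wells and 100% = median of 100 nM tunicamycin wells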
# H9c2 protect = protects H9c2 cardiomyocytes from peroxide injury; H2O2 injury protection, ATPLite, 2 h; 360,000 tested, 0.63% active; protection from H2O2 cell death, % at 20 µM;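 active = compounds giving at least 50% protection of heart cells from peroxide-induced death in the single-dose screen, raw or plate-pattern-corrected value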;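 note: 0% = DMSO wells with peroxide and 100% = DMSO wells without peroxide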
# iPSC survival up = increases survival of single human iPS cells; survival enhancement, % at 20 µM; 360,000 tested, 0.044% active; AID 602274; hiPSC single-cell survival, ATPlite luminescence; 100% = ROCK inhibitor wells, 0% = DMSO; in the data active = survival enhancement above about 18%;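 note: cells exposed to compounds for 16 hours before the ATP read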
# Granule exo inh = blocks lytic granule exocytosis; TALL-104 LAMP-1 surface exposure, flow cytometry; cells stimulated with thapsigargin and PMA; inhibition, % at 10 µM; 360,000 tested, 0.66% active;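 active = inhibition above about 55%, limit read from the data; inconclusive = no clear call, values can overlap the other calls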
# An asterisk follows results filed as active; ? = inconclusive; . = no result given; & = joins results of further samples.
# Fields: HTR2A ag	PDI inh	CaV13 ICDI inh	Granule exo inh	H9c2 protect	Vif inh	aDG glyco act	ABCB6 inh 2	N-glyco inh	iPSC survival up
- CCc1ccc(CN(C)C(=O)CCc2nnc(Cc3cccc(C)c3)o2)nc1
 : -3	-3	-7	8	-1	-1	0.4	97	-1	-0.3
- CCN(c1ccccc1)S(=O)(=O)c1ccc(NN)nc1
 : 3	4	-2	-4	0	?	0.1	98	0	-0.2
- O=C(CSc1cc(Cl)ccc1Cl)NCC1CCCO1 (centres undefined)
 : -4	3	-4	-6	-1	7	-0.1	98	2	-2.5
- COc1c(F)c(F)c(C(=O)Nc2ccccc2N2CCN(C(C)=O)CC2)c(F)c1F
 : 10	-7	.	0	9	-19	-0.1	98	-2	1.5
- COCCOC(=O)c1[nH]c2c(c1C)C(=O)CC(c1ccc(N(C)C)cc1)C2 (centres undefined)
 : -1	5	-2	3	-2	-11	0.0	89	-2	0.4
- CCCCN(C(=O)c1ccc(OC(F)(F)F)cc1)c1c(N)n(CCC)c(=O)[nH]c1=O
 : -3	-1	2	-5	-5	0	-0.4	100	3	-0.5
- Cc1ccc(Cl)cc1NC(=O)C1CCN(S(C)(=O)=O)CC1
 : 0	7	8	1	2	15	-0.5	95	3	-1.0
- Cn1c(=O)n(CC#N)c2ccccc21
 : -2	0	-4	1	3	2	0.0	88	3	-1.1
- COc1ccc(-c2[nH]ncc2CN2CCC(N3CCSCC3)CC2)c(F)c1
 : 4	-27	-6	-2	8	9	-0.4	99	-5	1.0
- CC1CCN(C(=O)C2CCN(C(=O)c3ccc(C(C)(C)C)cc3)CC2)CC1
 : 8	3	-3	-2	-3	0	0.4	99	6	-0.3
- CCOC(=O)C1CCN(c2cc(=O)n(C3CCCCC3)c(=O)[nH]2)CC1
 : 3	-1	-5	-7	11	-48	0.0	98	1	-0.9
- Cn1c(=O)c(-c2ccccc2)nn2c3ccccc3nc12
 : 2	6	-2	1	-2	4	-0.1	92	2	-3.3
- Cc1ccc(C(=O)N2c3ccccc3N(Cc3ccccc3)C(=O)C2(C)C)cc1
 : -3	-3	-9	6	-18	-9	0.1	90	-12	-1.0
- CN1CCC(OC(=O)c2ccc(Cl)cc2Cl)CC1
 : -10	-2	-3	-4	3	-13	0.2	102	-1	0.9
- CCC1CCc2sc(C(=O)N3CCCN(C)CC3)cc2C1 (centres undefined)
 : -6	-3	-5	1	5	11	-0.1	101	-3	0.2
- Cc1nc(SCC(=O)c2cc3ccccc3oc2=O)c(C#N)c(-c2cccs2)c1C(=O)Nc1ccccc1
 : -6	1	-3	0	-1	-7	-0.5	95	2	-0.4
- CCOc1ccccc1/C=N/OCC(=O)NCc1ccc(F)cc1
 : 2	-15	2	1	-3	5	1.0	99	3	-1.2
- COc1cccc(N2C(=O)C(CC(=O)Nc3ccccc3)N(C3CCCCC3)C2=O)c1 (centres undefined)
 : -2	-3	-11	7	4	7	-0.3	101	0	2.8
- O=C(CC1C(=O)N(Cc2ccccc2)C(=S)N1CCN1CCOCC1)Nc1ccc(F)cc1 (centres undefined)
 : 1	1	-2	-1	-8	-9	0.1	103	-2	-0.4
- CCCCn1c(-c2ccncc2)nc2c1c(=O)[nH]c(=O)n2CC(C)C
 : 2	2	-5	-4	-2	57*	-0.2	98	2	-0.4
- Cc1ccc(NC(=O)c2ccc(NC(=O)C3CCCCC3C(=O)O)cc2)cc1 (centres undefined)
 : -3	0	-5	-2	4	7	-0.1	99	1	-0.3
- COc1cccc(NC(=O)C2CCCN(S(=O)(=O)c3cccc4cccnc34)C2)c1 (centres undefined)
 : -1	.	-3	-3	-9	4	0.0	100	0	-1.0
- O=C(CSc1nncs1)NC(=O)NCc1ccccc1
 : -3	1	-8	-4	9	1	0.1	98	3	-0.3
- O=C(Nc1ccccc1C(F)(F)F)c1ccc(F)c(S(=O)(=O)N2CCOCC2)c1
 : -1	3	.	-2	6	-3	-0.3	103	0	3.0
- C=CCOc1ccccc1CN1CCC(C(=O)Nc2cccc(-c3ccn[nH]3)c2)CC1
 : -10	0	-5	1	4	-1	0.5	98	-2	-0.2
- COc1cc2c(c(OC)c1OC)-c1ccc(NCc3ccccc3)c(=O)cc1C(NC(C)=O)CC2 (centres undefined)
 : 13	10	-7	11	8	17	-0.3	92	2	-2.0
- COc1cc(Nc2cccc[n+]2C)cc(OC)c1OC
 : 7	5	-4	-4	8	-2	0.0	130	0	-0.5
- Nc1c(N(CCO)C(=O)c2ccccc2OCc2ccccc2Cl)c(=O)[nH]c(=O)n1Cc1ccccc1
 : -5	-1	-7	16	3	-1	0.0	102	-1	-0.5
- CC(NC(=O)CN1CCc2ccccc21)c1ccccc1 (centres undefined)
 : -1	3	-5	1	0	-7	-0.2	59*	0	1.4
- CC1CCCN(C(=O)COC(=O)COc2ccc(Cl)cc2)C1 (centres undefined)
 : 2	-6	-5	0	-2	2	-0.1	94	0	-2.1
- O=C(O)c1ccccc1-c1c2cc(I)c(=O)c(I)c-2oc2c(I)c(O)c(I)cc12
 : -9&-5	6&1	-4&-4	4&0	-5&-10	-3&-4	0.0&0.1	90&105	-7&-7	-1.6&-2.9
- Cc1nc(C)n(CC(O)COc2ccc3c(c2)CCC3)n1 (centres undefined)
 : -2	-1	-9	2	2	-1	-0.2	123	0	-1.8
- CC1=C(C(=O)OC(C)C)C(c2coc3ccccc3c2=O)C2=C(CCCC2=O)N1 (centres undefined)
 : 2	4	-6	1	4	-4	-0.2	87	-1	-4.2
- c1ccc(-c2ncc3c(ccc4ccccc43)n2)cc1
 : 0	-8	-4	-2	-28	0	0.1	105	-19	-3.4
- Cc1ccc(-n2c(N)c(C#N)c(-c3ccc(Cl)cc3)c(C#N)c2=O)cc1
 : 1	14	-2	-2	-1	.	-0.1	99	-2	1.3
- CC(C)Oc1ccc(S(=O)(=O)N2CCOCC2)cc1NC(=O)Cc1ccsc1
 : -1	-8	-11	0	0	0	-0.4	98	0	4.1
- CSc1ccc(/C=C/C(=O)N2CCN(c3ccccn3)CC2)cc1
 : -2	2	.	1	-5	.	-0.1	98	2	-0.4
- CC1=C(C(=O)Nc2cccc(C(=O)NC(C)C)c2)SCCO1
 : 3	-7	-4	-16	-1	.	-0.2	107	0	-0.3
- COC(=O)c1c(NC(=O)c2ccccc2F)sc2c1C(C(=O)OC)CC2 (centres undefined)
 : -4	2	-5	6	21	-9	0.1	96	-1	0.1
- CCOC(=O)c1cc(S(=O)(=O)Nc2cccc(OC)c2)cn1C
 : -1	6	-3	-3	-5	-6	0.7	102	-6	1.3
- Cc1nc(SCCOc2ccccc2F)[nH]c(=O)c1Cc1ccccc1
 : -2	-1	-5	-1	-2	-3	1.1	99	0	0.4
- CCN(Cc1cnn(C)c1)C(=O)c1ccc2nc(Cc3ccccc3F)oc2c1
 : -4	-7	-16	-7	1	10	0.1	101	-6	0.5
- Cc1c(C(=O)N2CCCC2)oc2c1-c1nn(CC(=O)NCCCOC(C)C)cc1CC2
 : 4	-1	-3	-1	-3	-3	-0.2	101	0	-0.1
- O=C(NCc1ccccc1)C(c1ccccc1)N(C(=O)c1csnn1)c1ccc(F)cc1 (centres undefined)
 : -3	-1	-4	56*	2	-5	0.2	97	-3	0.0
- CC(C)OC(=O)N(C)C[C@H]1OCc2cn(nn2)CCCC(=O)N([C@H](C)CO)C[C@@H]1C
 : 7	-7	-3	-3	8	-8	-0.2	103	0	-2.0
- CN(C)C(=O)CSc1nnc(Cc2ccccc2)n1CC1CCCO1 (centres undefined)
 : -3	6	-4	-3	7	0	0.1	96	3	-0.8
- CC(=O)CCc1ccc(OCC(O)CNC2CCCc3ccccc32)cc1 (centres undefined)
 : -3	0	-5	6	-9	8	0.5	103	-4	0.3
- O=C(CSc1nnc(COc2cccc3cccnc23)o1)c1ccc(F)cc1
 : -10	-10	-10	0	0	9	0.3	96	-2	2.8
- Oc1cccc(Nc2nc(NCC3CCCO3)c3ccccc3n2)c1 (centres undefined)
 : -1	4	.	-3	38	30	-0.2	101	-4	-2.1
- Cc1ccc2oc(=O)c(/C=C(\O)c3sc(C)nc3C)nc2c1
 : -3	5	-5	0	11	7	0.7	101	2	2.2

# Continuation:
# Fields: HTR2A ag	PDI inh	CaV13 ICDI inh	Granule exo inh	H9c2 protect	Vif inh	aDG glyco act	ABCB6 inh 2	N-glyco inh	iPSC survival up
- COc1cc(Cl)c(NC2=CC(=O)C(=O)c3ccccc32)c(OC)c1
 : 3	4	-6	-4	-30	5	1.8	103	-21	-1.3
- Cc1cc2nc(-c3cccc(NC(=O)c4ccc(Br)o4)c3C)oc2cc1C
 : 4	2	-5	-4	-15	-7	-0.1	100	-4	-3.6
- O=C(NCCc1ccccc1)c1cc(=O)c2ccccc2o1
 : 2	-3	-3	-2	8	-3	0.4	104	-1	2.0
- O=C(NCC(c1ccco1)N1CCc2ccccc2C1)c1ccccc1 (centres undefined)
 : -3	-2	-7	-4	0	1	0.2	97	-2	-0.2
- O=C(Nc1ccccc1C(=O)Nc1ccc2c(c1)OCO2)c1ccco1
 : -16	-1	-5	-6	15	-9	-0.2	99	1	-3.0
- CCOC(=O)C1=C(C)Nc2ccccc2N=C1NC(=O)c1cc(C)on1
 : 2	-8	-3	-3	22	-4	-0.3	98	1	2.1
- C=CCNC(=O)/C(C#N)=C/c1c(C)nn(-c2ccc(Cl)cc2)c1Cl
 : 1	-1	-20	-3	-18	-12	0.0	99	26*	0.0
- O=C(NNC(=O)C1CCCO1)c1ccc(Br)cc1 (centres undefined)
 : -2	-2	-3	1	-6	18	0.4	98	1	1.3
- CCOC(=O)N1CCN(C(=O)CS(=O)(=O)Cc2nc(-c3ccccc3C)oc2C)CC1
 : 6	.	-5	0	3	-3	-0.1	94	-1	-2.1
- CC(C)(C)CC(=O)Nc1nnc(SCC(=O)Nc2ccccc2F)s1
 : -3	8	-6	-2	19	6	0.1	97	7	0.8
- CC(=O)c1ccc(N2CCN(C(=O)CCC(=O)Nc3ccc4nc(N5CCN(C)CC5)cc(C)c4c3)CC2)cc1
 : -4	0	-3	5	7	-8	0.0	174	-8	-0.3
- O=C1C(c2ccccc2)=NCCN1C(c1ccc(F)cc1)c1nc2ccccc2[nH]1 (centres undefined)
 : 0	.	-3	6	-3	6	-0.2	98	0	0.4
- COc1ccc(CN2CCC(=O)N([C@H](CO)Cc3ccccc3)CC2)cc1OC
 : -1	4	-6	-7	5	-3	-0.1	99	2	-5.0
- CCOC(=O)C1CCN(C(=O)Cn2cnc3sc(C)c(S(=O)(=O)N4CCOCC4)c3c2=O)CC1
 : -2	-6	-7	-4	0	-2	-0.1	82	0	-0.2
- CCOc1ccc(NC(=O)C2CCCN(S(=O)(=O)c3ccc(-n4cnnn4)cc3)C2)cc1 (centres undefined)
 : 0	-3	-8	-2	6	5	0.2	104	1	0.3
- Cc1cc([N+](=O)[O-])nn1CC(=O)c1ccccc1
 : 1	5	-6	0	-8	6	0.0	98	3	0.9
- c1ccc2c(c1)CN1C(=N2)COc2ccccc2C1c1nc2ccccc2[nH]1 (centres undefined)
 : -3	.	-9	-2	.	.	0.2	101	.	-0.3
